MPTP block – inhibitors of mitochondrial permeability transition pore. 360,000 tested, 1.4% active. AID 602449. isolated mouse mitochondria, Ca2+ swelling absorbance, 30 min. inhibition, % at 10 µM;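 active = inhibition of 50% or more, scaled per plate between neutral and stimulator controls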;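 note: 0% = DMSO wells given calcium and 100% = 1 mM EGTA wells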
GRIN3A LBD mod – NR3A (human) ligand-binding domain modulation | NR3A LBD differential scanning fluorimetry, Tm shift; 0% = protein alone, 100% = glycine-bound protein | Tm shift relative to glycine control, % at 25 µM | 340,000 tested, 2.5% active | AID 1259313;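 active = melting temperature shift of at least 10% of the positive control shift, at one fixed dose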
An asterisk follows results filed as active.

| GRIN3A LBD mod | MPTP block | structure |
| --- | --- | --- |
| 1 | -0.8 | CCOc1ccc(NC(=O)CSc2nc3cccnc3n2CC)cc1 |
| -2 | -1.6 | CCOC(=O)c1ccc(N=Cc2cnc(N)nc2N)cc1 |
| 0 | -1.7 | COc1cc2nc(=S)n(CCCN3CCOCC3)c(N)c2cc1OC |
| -1 | 1.5 | CN(CCc1ccccc1)C(=O)c1ccc(NC(=O)Cc2ccc(NC(=O)C3CCN(C(=O)C4CC4)CC3)cc2)cc1 |
| -2 | 0.3 | CCCCSc1ncnc2c1ncn2C1CCCCO1 (stereo unspecified) |
| -4 | 22 | CN(C)c1ccc(C=c2c3ccccc3n3c2cc(-c2ccc(Cl)cc2)[n+]3C)cc1 |
| -7 | -0.9 | O=C(NC(c1ccc(Cl)cc1)c1cc(Cl)c2cccnc2c1O)c1cccnc1 (stereo unspecified) |
| 2 | 1.2 | CN=C1NC(C)(C)C2CCC(C)(CC2)S1 |
| 1 | -0.2 | O=[N+]([O-])c1cccc(COc2ccccc2CN2CCCC2)c1 |
| -1 | 0.3 | COc1ccccc1N1CCN(C(c2ccc(F)cc2)c2nnnn2C(C)C)CC1 (stereo unspecified) |
| 2 | 0.3 | CN(C)S(=O)(=O)c1ccc(Cl)c(NC(=O)COC(=O)CNS(=O)(=O)c2c(F)cccc2F)c1 |
| 7 | 16 | FC(F)(F)c1cccc(N/N=C/c2ccccc2)c1 |
| -2 | -1.9 | Cn1c(=O)c2cc(S(=O)(=O)NC(C(=O)NC3CCCCC3)c3ccccc3)ccc2n(C)c1=O (stereo unspecified) |
| -3 | 0.6 | CCCCn1c(N)c(NCCC(C)C)c(=O)[nH]c1=O |
| -16 | -0.4 | O=C(NCc1ccccn1)c1cn(-c2ccccc2)nc1-c1ccc(Cl)cc1 |
| -3 | -2.0 | Cc1c(Cl)c(C(F)F)nn1CC(=O)NC1C(=O)N2C(C(=O)O)=C(CSc3nnnn3C)CSC12 (stereo unspecified) |
| 1 | -0.3 | Cc1cn(CC(=O)NCCN2CCOCC2)c(=O)[nH]c1=O |
| -1 | -0.6 | CC(=O)c1ccc(S(=O)(=O)N2CCN(CC(=O)NC(=O)NC3CCCCC3)CC2)cc1 |
| 0 | 2.2 | C=CCSc1nnc(-c2c[nH]c3ccccc23)n1CC |
| 0 | 0.3 | CCN1C[C@@H]2[C@@H]3C(=O)N(C)C(=O)[C@@H]3[C@](Cc3ccccc3)(C1=O)N2C(=O)c1ccc(C(C)(C)C)cc1 |
| -2 | -0.4 | O=[N+]([O-])c1ccc(COc2cccc(CN3CCCCC3)c2)cc1 |
| 1 | 1.5 | COc1ccc(-n2c(SC(C)C(=O)Nc3ncc(Cl)cc3Cl)nc3ccccc32)cc1 (stereo unspecified) |
| -4 | -1.0 | CCc1ccc(OCC(=O)NNC(=O)c2ccc(-n3cncn3)c([N+](=O)[O-])c2)cc1 |
| 21* | 86* | O=[N+]([O-])c1ccc(N/N=C/c2sc(N3CCOCC3)nc2-c2ccccc2)c(S(=O)(=O)Nc2ccc(Cl)cc2)c1 |
| 4 | 1.4 | Cc1noc(NS(=O)(=O)c2ccc(NC(=O)c3cc(S(=O)(=O)Nc4ccc(F)cc4)ccc3Cl)cc2)c1C |
| 1 | 1.0 | Cc1cc(N2CCOCC2)n2nc(C(F)(F)F)c(-c3ccccc3)c2n1 |
| 1 | -0.3 | O=[N+]([O-])c1cccc(COc2ccc(CN3CCCC3)cc2)c1 |
| 0 | -0.2 | Cn1cnc([N+](=O)[O-])c1Sc1nc(N)nc2c1ncn2Cc1ccccc1 |
| -8 | 0.1 | CCCN(CC(=O)Nc1ccccc1C)C(=O)c1ccc(N2CCCC(C)C2)c([N+](=O)[O-])c1 (stereo unspecified) |
| -7 | 2.5 | O=C(CNC(=O)c1cccc(F)c1)N/N=C/c1cc(Br)ccc1OC(=O)/C=C/c1ccco1 |
| -1 | -1.9 | COc1cc(OC)cc(C(=O)N[C@H](C(=O)Nc2nc3ccccc3[nH]2)C(C)C)c1 |
| 0 | -2.7 | Cc1ccc(C)c(N(CC(=O)NC2CCCC2)C(=O)CCCC(=O)Nc2ccccn2)c1 |
| 1 | 15 | N=C1S/C(=C\c2ccc(-c3cccc(Cl)c3)o2)C(=O)N1c1nccs1 |
| 0 | -0.1 | Cc1c(C)n(CCN(C)C)c2ccc(C(=O)OCCN(C)C)cc12 |
| -1 | -0.8 | Cc1cccc(C(=O)NNC(=O)c2ccc3ccccc3c2)c1 |
| 3 | -0.4 | CCOC(=O)/C(=C\c1ccccc1)C(=O)CCN1CCOCC1 |
| -7 | 5.2 | Cc1cc2n(n1)C(c1ccccc1)CC(c1ccc(Br)cc1)=N2 (stereo unspecified) |
| 0 | 1.9 | Cc1c(/C(O)=C2\C(=O)C(=O)N(CCCN(C)C)C2c2cccs2)cnn1-c1ccccc1 (stereo unspecified) |
| -2 | 0.0 | CCC1(C2=CCCCC2)C(=O)NC(=O)N=C1N (stereo unspecified) |
| 0 | -0.6 | CCOC(=O)C1(C(=O)OCC)CCN(S(=O)(=O)c2ccccc2)CC1 |
| -2 | 1.2 | Cc1cccc(/C=C(\c2nc3ccccc3[nH]2)S(=O)(=O)c2ccccc2)c1 |
| -3 | 1.7 | C=C1[C@@H](O)[C@H](CC(C)C)N(Cc2ccccc2Br)S1(=O)=O |
| -4 | -0.7 | CCN(CC)CCC=C(c1cccs1)c1cccs1 |
| -3 | -1.0 | O=C(CNC(=O)c1ccccc1)Sc1ccccc1 |
| -3 | 2.1 | CN(Cc1ccccc1)C(=O)c1ccc(NC(=O)Cc2ccc(NC(=O)C3CCN(C(=O)C4CCC4)CC3)cc2)cc1 |
| 0 | -0.2 | CCN(C(=O)COC(=O)/C=C/c1ccc2c(c1)OCO2)c1c(N)n(Cc2ccccc2)c(=O)[nH]c1=O |
| -3 | -2.8 | Cc1ccc(-c2n[nH]c(=S)n2C)cc1 |
| 3 | 0.5 | Cn1ncc2c(NCCO)nc(Cl)nc21 |
| 0 | -0.5 | Cc1cc(-c2ccccc2)cc(C)n1 |
| -3 | 2.1 | COc1ccc(Cn2c(O)c(/C=N/NC(=O)c3cccnc3)c3ccccc3c2=O)cc1 |

(next part)
| GRIN3A LBD mod | MPTP block | structure |
| --- | --- | --- |
| -3 | -0.8 | CC(C)CC1C(=O)N(Cc2cn(CC3CCCCC3)nn2)CCS(=O)(=O)N1Cc1ccc(-c2cccc(C#N)c2)cc1 (stereo unspecified) |
| 0 | 0.4 | COc1ccc(OCc2nnc(SC(C)C(=O)Nc3ccc(N4CCOCC4)cc3)n2C)cc1 (stereo unspecified) |
| -3 | -1.1 | CC(C)(C)S(=O)(=O)N1C[C@@H]2C(=CC[C@H]3C(=O)N(c4ccccc4)C(=O)[C@@H]23)[C@@H]1CCO |
| -2 | 0.5 | CC(C)(C)OC(=O)N1CCCC(C(=O)Nc2cccc(C(=O)NCc3ccccc3)c2)C1 (stereo unspecified) |
| -13 | 5.2 | CC(C)(C)C1C/C(=C/c2ccco2)C(=O)/C(=C/c2ccco2)C1 (stereo unspecified) |
| -2 | -1.6 | CCN(c1ccccc1)c1nc(Cl)nc2c1cnn2C |
| -15 | 1.4 | ON=C1c2ccccc2-c2cc(Br)ccc21 |
| 0 | 0.1 | Cc1ccc2c(c1)C(c1ccccc1)N(C(=O)c1ccccc1[N+](=O)[O-])CC(=O)N2 (stereo unspecified) |
| 4 | 5.3 | COc1ccc(CCN(C)C(=O)c2cccc(S(=O)(=O)N3CCN(c4ccc(F)cc4)CC3)c2)cc1OC |
| 2 | 0.8 | CCOC(=O)N1CCC(NS(=O)(=O)c2cc3c(cc2Br)CCN3C(=O)CC)CC1 |
| 0 | 0.0 | CN(C)c1ncnc2c1ncn2C1CCCO1 (stereo unspecified) |
| 0 | 2.5 | CCOC(=O)C1=C(N)n2c(s/c(=C\c3cccnc3)c2=O)=C(C#N)C1c1cccnc1 (stereo unspecified) |
| 1 | 7.9 | CCOC(=O)c1[nH]cnc1N=Nc1c(O)ccc2ccccc12 |
| -5 | 1.2 | Cn1c(=O)c(/C=C/c2ccc(F)cc2)nc2ccccc21 |
| -1 | 0.2 | CCOC(=O)C(Cc1cc(N)c(Oc2ccc(OC)cc2)c(N)c1)NC(C)=O (stereo unspecified) |
| 0 | 3.1 | O=C1c2cc([N+](=O)[O-])ccc2-c2cc(Cl)c(NC(=O)C(F)(F)F)cc21 |
| 2 | -0.5 | CCN(CC(=O)Nc1c(F)cccc1F)C(=O)c1ccc(S(=O)(=O)N(CC)c2ccccc2)cc1 |
| 0 | -1.0 | O=C(Cc1cccc(NC(=O)C2CCCN(C(=O)C3CCCCC3)C2)c1)Nc1ccc(C(=O)N2CCCCC2)cc1 (stereo unspecified) |
| -5 | -5.3 | CCN1CCN(CCNC(=O)c2ccc(/C=C3/Sc4ccccc4N(Cc4ccccc4C)C3=O)cc2)CC1 |
| -2 | 3.5 | O=C(O)/C(=C\c1ccc(-c2ccc(F)cc2)o1)c1ccccc1 |
| 0 | 2.8 | O=C1Nc2ccccc2C1=Nc1ccc2[nH]c3ccccc3c2c1 |
| 0 | -2.5 | CC(C)C[C@@H](CN)NC(=O)c1nc[nH]c1C(=O)N[C@@H](C)C(=O)CNC[C@H](CC(C)C)NC(=O)c1nc[nH]c1C(=O)N[C@@H](Cc1ccccc1)C(=O)O |
| 5 | 1.1 | O=C(O)CC/C(=C\c1ccc(N2CCOCC2)c([N+](=O)[O-])c1)c1nc2ccccc2s1 |
| -2 | -0.5 | O=S(=O)(/N=S1\CC=CCN1S(=O)(=O)c1ccccc1)c1ccccc1 (stereo unspecified) |
| 3 | -0.1 | COc1ccccc1/C=C(/C#N)C(=O)O |
| 3 | -0.2 | COc1ccc(/C=C2\C(=O)NC(=O)c3ccccc32)cc1OC |
| 1 | -0.6 | CCOC(=O)CSc1nnc2n(Cc3ccccc3)c(=O)c3c4c(sc3n12)CCC4 |
| 0 | -0.4 | Cn1c(Cn2nnc3ccccc32)nnc1SCC(=O)NCc1ccc2c(c1)OCO2 |
| 0 | 0.2 | COc1ccc(COCC(O)CN2CCN(S(=O)(=O)c3c(F)cccc3F)CC2)cc1OC (stereo unspecified) |
| -1 | -1.3 | O=C(NC1CCCCC1)c1cc2nc(-c3ccco3)cc(C(F)(F)F)n2n1 |
| 1 | 9.5 | O=C(CNC(=S)N(Cc1ccccc1)Cc1ccccc1F)NCc1ccc(Cl)cc1 |
| 32* | 3.8 | COc1ccc(C=CC(=O)c2cc(O)ccc2O)cc1 |
| -1 | -1.2 | COc1ccccc1-n1c(-c2ccccc2)c[nH]c1=S |
| -3 | -0.4 | C=CC[C@@H](CC(=O)N[C@H](CO)Cc1ccccc1)C(=O)N[C@H](COC(=O)[C@H](CC=C)CC(=O)OC(C)(C)C)Cc1c[nH]c2ccccc12 |
| 2 | 2.8 | COc1cc2c(C(=O)O)c(C)n(CC(C)C)c2c2ccccc12 |
| -6 | 94* | Cc1ccc(-c2cc(-c3n[nH]c(=S)o3)c3ccccc3n2)cc1 |
| -1 | -1.2 | Cc1ccc(S(=O)(=O)n2oc(=O)c(C3CCCCC3)c2N)cc1 |
| 3 | 9.9 | COc1ccc(Cn2c(C)nc3c(c2=O)c2nc4ccccc4nc2n3Cc2ccco2)cc1 |
| -6 | -11 | CCOc1ccc(NC(=O)CSc2ncnc3c2sc2ccccc23)cc1 |
| 0 | -2.0 | Cc1ccc(NC(=O)CN(C)C(=O)C2CCC2)cc1 |
| -1 | -1.5 | O=C(O)c1cc2cc(S(=O)(=O)O)ccc2cc1O |
| 5 | 154* | CN(C)c1ccc(/C=C/c2ccc3c4ccccc4ccc3[n+]2-c2ccccc2)cc1 |
| 8 | 0.3 | O=C1CCc2cccc(O)c2N1 |
| -7 | 1.1 | CC(C)CC1(C)N=C(c2ccccc2)C(=S)N1 (stereo unspecified) |
| -1 | 0.1 | COCCN(C(=O)COC(=O)CCCc1c[nH]c2ccccc12)c1c(N)n(Cc2ccccc2)c(=O)[nH]c1=O |
| -3 | 1.0 | CC[C@H]1C(=O)[C@@H](Cc2ccccc2)[C@@H]2CCN3C(=O)CCC[C@H]1[C@H]23 |
| 0 | 5.4 | CC(Nc1ccc(Br)cn1)c1cc(Cl)ccc1O (stereo unspecified) |
| -1 | -0.8 | O=C(CCCCCCCC(=O)N1CCCC1)N1CCCC1 |
| 1 | 8.9 | CC(CCN1CCC(CN2C(=S)NCC2Cc2ccccc2)CC1)c1ccccc1 (stereo unspecified) |
| -1 | 1.2 | Nc1ccc2c(c1)C(=NO)c1ccccc1-2 |
| -2 | 1.7 | Nc1c(Br)cc2c([nH]c(=O)c3ccccc32)c1Br |
| -2 | 6.1 | O=C(CCn1nc(-c2ccc(Cl)cc2)ccc1=O)N1CCN(c2ccccn2)CC1 |

Source: PubChem

This is a subset (hit frequency here may not be typical).
